HIF act: HIF pathway transcriptional activators, primary screen, cell-based, U2OS HRE-luciferase, luminescence; activation, % at 7.5 µM (by protocol); U2OS HRE-luciferase reporter; normalized: DMSO 0%, desferrioxamine 100%; 300,000 compounds, 0.32% hits;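 active = mean activation of at least 10% of the iron chelator positive control signal, with at least half of replicates also reaching 10%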
TRPC6 inh: mouse TRPC6 channel inhibitors, primary screen, cell-based, HEK293, membrane potential dye. Short transient receptor potential channel 6 (Mus musculus), Q61143. ACh-evoked depolarization; stronger effect = lower value. B-score at 10 µM. 310,000 compounds, 1.1% hits;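 active = B-score under library mean minus 3 SD, initial fluorescence not abnormally high, positive integrated signal ratio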;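 note: B-score derived from integrated fluorescence ratio over the kinetic read; more negative B-score means stronger inhibition of depolarization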
Target sequence (Q61143 whole entry, looked up): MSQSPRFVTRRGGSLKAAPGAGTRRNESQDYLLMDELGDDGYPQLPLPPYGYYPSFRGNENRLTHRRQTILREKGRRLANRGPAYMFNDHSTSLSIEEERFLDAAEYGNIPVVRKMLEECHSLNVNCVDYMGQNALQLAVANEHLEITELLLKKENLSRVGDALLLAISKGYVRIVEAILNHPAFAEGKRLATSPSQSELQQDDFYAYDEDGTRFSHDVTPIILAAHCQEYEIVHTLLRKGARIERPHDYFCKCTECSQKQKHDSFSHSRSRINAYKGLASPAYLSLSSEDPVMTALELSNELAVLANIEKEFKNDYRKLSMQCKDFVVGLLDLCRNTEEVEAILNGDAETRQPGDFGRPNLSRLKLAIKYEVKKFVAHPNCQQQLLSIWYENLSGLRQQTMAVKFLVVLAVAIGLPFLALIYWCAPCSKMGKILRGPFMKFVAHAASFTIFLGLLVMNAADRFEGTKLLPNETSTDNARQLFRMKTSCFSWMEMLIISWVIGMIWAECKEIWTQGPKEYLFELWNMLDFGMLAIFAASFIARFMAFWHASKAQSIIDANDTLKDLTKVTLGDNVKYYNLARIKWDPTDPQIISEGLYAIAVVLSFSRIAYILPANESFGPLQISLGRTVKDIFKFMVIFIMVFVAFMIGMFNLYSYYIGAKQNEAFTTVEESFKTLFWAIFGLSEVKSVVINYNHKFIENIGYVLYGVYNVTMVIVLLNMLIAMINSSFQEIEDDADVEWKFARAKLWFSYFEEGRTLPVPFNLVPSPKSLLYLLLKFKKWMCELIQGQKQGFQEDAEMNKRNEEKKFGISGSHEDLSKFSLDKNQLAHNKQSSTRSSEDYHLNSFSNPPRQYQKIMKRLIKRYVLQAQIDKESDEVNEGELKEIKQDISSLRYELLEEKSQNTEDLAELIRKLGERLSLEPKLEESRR
PolyA inhibitor: polyadenylation inhibitors in yeast reporter cells, primary screen, luminescence, S. cerevisiae; 300,000 compounds, 0.02% hits; calls only at 12 µM; AID 1875, 2009; S. cerevisiae SKY197-pL101 polyadenylation reporter, beta-gal luminescence; efflux-impaired pdr1/pdr3 knockout yeast; score 100 = 6 SD above DMSO;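 active = lowest replicate activity score at least 50, where 100 means six control SD above control mean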;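 note: yeast exposed to compound for 9 h at 30 °C; higher score means more reporter readthrough which indicates perturbed polyadenylation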
MrgX1 ag: agonists of human MrgX1 receptor, primary screen, HEK293 cells, Fluo-4 calcium flux; Mas-related G-protein coupled receptor member X1 (Homo sapiens), Q96LB2; Fluo-4 calcium fluorescence, agonist mode; stronger effect = higher value; B-score at 10 µM; 310,000 compounds, 0.44% hits; AID 588627, 2011;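 active = calcium response B-score plate-corrected fluorescence ratio at least 3 library SD, with starting fluorescence B-score inside 5 SD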
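Test system: HEK293 cells stably expressing human MrgX1 receptor; Input: fifteen thousand cells per well; Dosing: compound delivered in addition one of three; Schedule: overnight seeding, then 1 h dark dye loading; Technique: Fluo-4 NW calcium fluorescence; Measure: B-scored fluorescence response ratio; Controls: positive and negative controls per plate.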
TRPC4 potent: positive allosteric modulators of TRPC4, primary screen, cell-based, mouse TRPC4beta, HEK293 mu-opioid, Fluo-4 calcium; Short transient receptor potential channel 4 (Mus musculus), Q9QUQ5; B-score at 10 µM; 310,000 compounds, 0.42% hits; AID 2227, 2009; DAMGO EC20, Fluo-4 Ca2+ flux; stronger effect = higher value;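 active = B-score of calcium response area above 5 SD of library B-scores, with initial fluorescence ratio within 5 SD of library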;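 note: B-score of integrated fluorescence ratio over time as area under calcium response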
MrgX1 allo act: positive allosteric modulators of MrgX1, primary screen, HEK293 cells, Fluo-4 calcium flux | Mas-related G-protein coupled receptor member X1 (Homo sapiens), Q96LB2 | FDSS; stronger effect = higher value | B-score at 10 µM | 310,000 compounds, 0.63% hits | AID 588675, 2011;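 active = plate-corrected calcium response at least 3 library SD above typical, normal starting fluorescence, not activating the receptor alone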;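 note: compound read alongside a low EC10 to EC30 dose of BAM8-22 agonist; peak minus trough fluorescence over baseline measured at the second addition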
AI-2 QS modul: Vibrio harveyi AI-2 quorum sensing modulators, primary screen, JMH597 strain, luminescence/OD600 ratio; AID 2094, 2009; activity change, % at 7.5 µM; 300,000 compounds, 0.4% hits; Vibrio harveyi JMH597 AI-2 luminescence/OD600 ratio, 9 h; stronger effect = lower value; strain lacks LuxN and CqsS sensors; 0 = neutral-control median; in the data active = activity change below about -75%, passing the limit was not always enough;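 note: luminescence divided by OD600 gain over 9 h not by final OD600 alone; inactives centre near 13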
TRPC4 act: activators of mouse TRPC4 channel, primary screen, Fluo4 calcium, HEK293 TRPC4beta/mu-opioid cells; B-score at 10 µM; Short transient receptor potential channel 4 (Mus musculus), Q9QUQ5; 310,000 compounds, 0.49% hits; Fluo4 calcium fluorescence; stronger effect = higher value; AID 2237, 2010;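 active = B-score above 5 SD of library B-scores, and initial fluorescence ratio not above library mean plus 5 SD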;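 note: positive B-score marks a calcium rise read as TRPC4 activation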
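Test system: HEK293 cells stably co-expressing mouse TRPC4beta and mu-opioid receptor | Schedule: Fluo4 dye loading 45 min at room temperature, 110 s recording | Measured by: Kinetic Fluo4 calcium fluorescence, 5 s baseline at 1 Hz | Evaluation: B score of integrated ratio | Controls: Buffer (low) and maximal DAMGO (high)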
TRPC6 activator: mouse TRPC6 channel activators, primary screen, cell-based, HEK293, membrane potential dye | 310,000 compounds, 0.13% hits | HEK293-TRPC6 membrane potential dye fluorescence; stronger effect = higher value | AID 2550, 2010 | Short transient receptor potential channel 6 (Mus musculus), Q61143 | B-score at 10 µM;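 active = B-score of the integrated fluorescence ratio above library mean plus 3 SD, and starting fluorescence ratio within library mean plus 5 SD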;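 note: higher score means more depolarization so channel activation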
MrgX1 antagonist: antagonists of human MrgX1 receptor, primary screen, HEK293 cells, Fluo-4 calcium flux; BAM8-22 antagonism; stronger effect = lower value; B-score at 10 µM; 310,000 compounds, 1.3% hits; AID 588676, 2011;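 active = calcium-response B-score plate-corrected more than 3 library SD below zero, starting fluorescence within 5 deviations, no agonist response on first addition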;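 note: peak minus trough fluorescence over baseline after final BAM8-22 challenge near maximal dose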
TRPC4 block: inhibitors of mouse TRPC4 channel, primary screen, Fluo4 calcium, HEK293 TRPC4beta/mu-opioid cells. B-score at 10 µM. 300,000 compounds, 0.39% hits. AID 2247, 2010. DAMGO-evoked Fluo4 calcium flux; stronger effect = lower value;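 active = B-score over 3 SD under the library average, no early fluorescence shift, positive overall ratio signal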
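Assay system: HEK293 cells with stable TRPC4beta plus mu-opioid receptor expression; Probe or stimulus: DAMGO in two steps, submaximal then maximal; Dosing: single-point compound dosing; Measured by: Fluo4 calcium-dye fluorescence, kinetic read; Read-out basis: B score from integrated Fluo4 fluorescence ratio.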
* = called active by the depositor; i = inactive; · = no result given. The list is partial (hit frequency here may not be typical).

canonical_smiles	AI-2 QS modul	PolyA inhibitor	TRPC6 activator	MrgX1 allo act	HIF act	TRPC4 act	TRPC4 block	MrgX1 antagonist	MrgX1 ag	TRPC6 inh	TRPC4 potent
CCCCOc1ccc(C(=O)NCC(=O)NC2CCC(C)CC2)cc1 (stereo not drawn)	-0.8	i	i	i	-0.2	i	i	i	i	i	i
Cc1nn(CC(=O)NCc2ccc(OC(C)C)cc2)c(=O)c2cc(-c3ccccc3)nn12	22.2	i	i	i	-0.3	i	i	i	i	i	i
Nc1ccc2oc(-c3cccc4ccccc34)nc2c1	-3.9	i	i	i	-1.8	i	i	i	i	i	i
Cc1cccc(NC(=O)NC(C)CCc2ccccc2)c1 (stereo not drawn)	-2.3	i	i	i	0.5	i	i	i	i	i	i
Cn1cnnc1SCC(=O)Nc1ccc(Cl)c(S(=O)(=O)N2CCOCC2)c1	5.2	i	i	i	-0.4	i	i	i	i	i	i
CCC1(CC)C(=O)C(C)(C)C(=O)OC1c1cccs1 (stereo not drawn)	15.2	i	i	i	-0.8	i	i	i	i	i	i
Cc1ccc(S(=O)(=O)N(Cc2cc3cc4c(cc3[nH]c2=O)OCCO4)CC2CCCO2)cc1 (stereo not drawn)	22.2	i	i	i	0.9	i	i	i	i	i	i
CCOC(=O)C1=C(C)NC(SCC(=O)Nc2cc(C)on2)=C(C#N)C1c1cccs1 (stereo not drawn)	1.4	i	i	i	0.1	i	i	i	i	i	i
Cc1ccc(NC(=O)COc2nsnc2N2CCOCC2)cc1Cl	3.9	i	i	i	-0.5	i	i	i	i	i	i
Cn1cnc2c1c(=O)n(Cc1cccc(Br)c1)c(=O)n2C	14.9	i	i	i	-0.5	i	i	i	i	i	i
COC(=O)c1c(C)[nH]c(O)c1C=Nc1ccc(C(C)C)cc1	36.7	i	i	i	0.7	i	i	i	i	i	i
O=C(NC1CCSc2ccccc21)c1c(F)cccc1Cl (stereo not drawn)	17.8	i	i	i	-0.4	i	i	i	i	i	i
CC(C)(C)c1ccc(/C=C2\SC(=O)N(CCNC(=O)c3cccc(S(=O)(=O)N4CCOCC4)c3)C2=O)cc1	12.6	i	i	i	0.4	i	i	i	i	i	i
CCOC(=O)c1c(C)n(C)c2ccc(OCC(O)CN3C(=O)c4ccccc4S3(=O)=O)cc12 (stereo not drawn)	12.7	i	i	i	·	i	i	i	i	i	i
O=C(NCCCN1CCOCC1)C1Nc2ccc(OC(F)(F)F)cc2C2C=CCC12 (stereo not drawn)	11.4	i	i	i	-1.1	i	i	i	i	-9.74*	i
Cc1cc([N+](=O)[O-])ccc1NC(=O)CCC(=O)N1CCCC1	8.7	i	i	i	0.1	i	i	i	i	i	i
Cc1ccc(OCCCCNC2CCCC(C)C2C)c(C)c1 (stereo not drawn)	12.2	i	13*	i	-0.5	i	i	i	i	-5.69*	i
O=C(CSC(=S)N1CCCC1)c1cc(Br)cc(Br)c1O	49.0	i	i	i	-0.6	i	i	i	i	i	i
Cc1ccc(C(c2c(C)nn(-c3ccccc3)c2N)c2c(C)nn(-c3ccccc3)c2N)cc1	2.8	i	i	i	-0.5	i	i	i	i	i	i
CC(C)Cc1cc(C(=O)N2CCC(N3CCC(C(=O)N4CCOCC4)CC3)CC2)n[nH]1	-2.4	i	i	i	-0.3	i	i	i	i	i	i
Cn1c(-c2cccc(F)c2)nc2c1c(=O)[nH]c(=O)n2Cc1ccccc1	36.0	i	i	i	-0.3	i	i	i	i	i	i
CCOc1ccc(CCNC(=O)C2CCN(c3nnc(-n4cccc4)s3)CC2)cc1OCC	28.9	i	i	i	-0.3	i	i	i	i	i	i
CCSc1nc(O)cc(=O)[nH]1	34.5	i	i	i	-4.5	i	i	i	i	i	i
CC(Sc1nnc(Cc2cccs2)n1C1CCCCC1)C(=O)NCc1ccco1 (stereo not drawn)	12.6	i	i	i	-0.2	i	i	i	i	i	i
CCCCN(CC)CCNc1c(N2CCN(C(=O)OCC)CC2)c(=O)c1=O	18.1	i	i	i	0.6	124*	·	i	i	i	i
Cc1ccc(CNC(=O)C2CCC(CNc3nc(=S)[nH]c4ccccc34)CC2)cc1 (stereo not drawn)	19.5	i	i	i	-0.4	i	i	i	i	i	i
CCOC(=O)c1cccc(NC(=O)CCn2nnc3ccccc32)c1	12.2	i	i	i	0.3	i	i	i	i	i	i
CC(C)Cc1nc2sc3c(=O)[nH]cnc3c2c2c1CCCC2	-5.0	i	i	i	0.2	i	i	i	i	i	i
Cc1ccccc1NC(=S)NNC(=O)c1ccoc1C	6.1	i	i	i	1.1	i	i	i	i	i	i
Cn1c(SCC(=O)N2c3ccccc3Sc3ccccc32)nnc1-c1ccco1	11.0	i	i	i	-0.5	i	i	i	i	i	i
Cc1ccccc1-c1ccc(=O)n(CC(=O)Nc2ccc(C(=O)N3CCCC3)cc2)n1	6.7	i	i	i	0.2	i	i	i	i	i	i
COC(=O)CSc1nnc(NC(=O)/C=C\c2ccc3c(c2)OCO3)s1	15.6	i	i	i	0.1	i	i	i	i	i	i
Cc1ccc(NC(=O)c2nn(C34CC5CC(CC(C5)C3)C4)cc2[N+](=O)[O-])cc1	15.8	i	i	i	0.2	i	i	-5.03*	i	i	i
NS(=O)(=O)c1ccc(NC(=O)CSc2ccc3ccccc3n2)cc1	9.2	i	i	i	-0.3	i	i	i	i	i	i
CCOc1ncccc1C(=O)Nc1ccc(C)cn1	15.3	i	i	i	1.6	i	i	i	i	i	i
COc1ccccc1CNC(=O)C(=O)Nc1ccc(C(=O)N2CCC(C)CC2)cc1	36.8	i	i	i	0.0	i	i	i	i	i	i
COc1ccc(CC(=O)NCC2CCCN(Cc3ccc(OC)cc3F)C2)cc1 (stereo not drawn)	13.8	i	i	i	-1.4	i	i	i	i	i	i
CCn1nnc(NC(=O)Cc2ccc(Cl)cc2)n1	8.4	i	i	i	0.0	i	i	i	i	i	i
Cc1ccc(S(=O)(=O)N(C)Cc2ccccc2)cc1C(=O)N1CCCCC1	10.0	i	i	i	-0.6	i	i	i	i	i	i
CCCn1c(C)cc(C)c(C#N)c1=O	11.0	i	i	i	0.2	i	i	i	i	i	i
O=C(Nc1ccc(N2CCCC2)cc1)c1cccc(-c2cc3ccccc3oc2=O)c1	10.2	i	i	i	0.9	i	i	i	i	i	i
Cc1ccc(NCc2ccc([N+](=O)[O-])s2)cc1	15.0	i	i	i	0.6	i	i	i	i	i	i
CN1CCN(c2ccc(C(=O)c3ccc(F)cc3)cc2)CC1	28.5	i	i	i	1.9	i	i	i	i	i	i
COc1ccc(-c2[nH]c(-c3ccccc3)nc2SCC(=O)NC2CCCC2)cc1	14.8	i	i	i	-0.3	i	i	i	29.4*	i	i
COc1ccc(/C(C)=N/NC(=O)c2cc(-c3cccnc3)nc3ccccc23)cc1	15.6	i	i	i	0.0	i	i	i	i	i	i
OCCNCC(O)CN1c2ccccc2Sc2ccccc21 (stereo not drawn)	16.0	i	i	i	-0.4	i	i	i	i	i	i
COCCn1c(SCC(=O)N2CC(C)OC(C)C2)nc2c([nH]c3ccccc32)c1=O (stereo not drawn)	19.4	i	i	i	-0.2	i	i	i	i	i	i
CC1SCC(=O)N(CC(=O)NC2CCCCC2)C1=O (stereo not drawn)	5.9	i	i	i	-0.3	i	i	i	i	i	i
O=[N+]([O-])c1ccc(Nc2ccc(F)cc2)cc1	23.6	i	i	i	1.0	i	i	i	i	i	i
O=C(Nc1ccc(Cl)cn1)C1CCCN(c2ncnc3c2nc2n3CCCCC2)C1 (stereo not drawn)	-4.8	i	i	i	0.0	i	i	i	i	i	i
CCOC(=O)Cc1csc(NC(=O)Cc2ccc(C)cc2)n1	29.1	i	i	i	1.7	i	i	i	i	i	i
CC1(C)CC(c2nc(-c3ccccc3)cs2)CCS1 (stereo not drawn)	6.9	i	i	i	0.4	i	i	i	i	i	i
CC(c1nccs1)N(C)C(=O)CCc1nnc(-c2ccc(-c3ccccc3)cc2)o1 (stereo not drawn)	17.6	i	i	i	-0.9	i	i	i	i	i	i
Cc1cc(C)nc(NS(=O)(=O)c2ccc(NC(=O)c3ccccc3C)cc2)n1	24.9	i	i	i	0.7	i	i	i	i	i	i
Cc1c(Br)c([N+](=O)[O-])nn1CCCC(=O)Nc1sc2c(c1C#N)CCC2	48.0	i	i	i	2.0	i	i	i	i	i	i
COc1ccc(-c2nc3oc4cc(OC)ccc4c(=O)c3c(=O)n2Cc2ccco2)cc1	104.2	i	i	i	-0.2	i	i	i	i	i	i
